# Assay outcomes: PubChem BioAssay, National Center for Advancing Translational Sciences (NCATS)
# HTT cytoprotect: qHTS Multiplex Assay to Identify Dual Action Probes in a Cell Model of Huntington: Cytoprotection (ATP); PC12 HTT-Q103 induced, cytoprotection, ATP luminescence, 40 h; Potency, µM (series often up to 56.4 µM), inactives show cytoprotection (ATP increase), hits mostly activators; 230,000 compounds, 0.14% hits; AID 1471, 2008;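 further: % of control where 0% means no effect; nearly all actives have a fitted effect of over 45% in size; toxic huntingtin expression switched on by the ecdysone agonist tebufenozide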
#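 Rat PC12, Q103 Htt exon1-GFP fusion, ecdysone promoter; tebufenozide inducer 100 nM final; compound titration; qHTS, 1500 cells/well; ATPlite luminescent read.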
# L3MBTL1 block: qHTS Assay for the Inhibitors of L3MBTL1. Lethal(3)malignant brain tumor-like protein 1 (Homo sapiens), Q9Y468. AlphaScreen L3MBTL1–H3K9me1 peptide binding. Potency, µM (top dose mostly 57.1 µM), for inactives: top-dose activity, negative = inhibition, most hits filed as inhibitors. 230,000 compounds, 0.66% hits; further: on the % scale 0 is the no-effect control and ±100 the full control effect; nearly all actives have a fitted effect of over 60% in size
#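 First, the protein-peptide complex forms for 30 min at room temperature (L3MBTL1 50 nM, biotinylated H3K9me1 peptide 75 nM). Next, compounds are pin-transferred and incubated 30 min. Finally, AlphaScreen beads are added and read after 30 min.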
# TR SRC2 fluor cs: Total Fluorescence Counterscreen for Inhibitors of the Interaction of Thyroid Hormone Receptor and Steroid Receptor Coregulator 2 | TRb/SRC2 Texas Red total fluorescence interference | Potency, µM (highest dose often 106 µM), inactives show top-dose fluorescence change, negative = quenching | 280,000 compounds, 0.29% hits; active means well fitted curve in either direction with a large enough effect; inconclusive means small, poorly fitted or top-dose-only effect; further: on the % scale 0 is the no-effect control and ±100 the full control effect
#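 Human TRβ ligand-binding domain (0.6 uM) and Texas Red SRC2 peptide (20 nM) in Tris buffer with 1 uM T3 and 5% DMSO were incubated with pinned compound for 5 hr at ambient temperature. Total fluorescence was computed as S + 2P (555/632 nm).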
# TRb SRC2 PPI: qHTS for Inhibitors of the Interaction of Thyroid Hormone Receptor and Steroid Receptor Coregulator 2; TRbeta-SRC2 peptide binding, fluorescence polarization; receptor liganded with 1 µM T3; Potency, µM (doses to about 106 µM), inactives show top-dose activity change, negative = inhibition, hits mostly inhibitors; 280,000 compounds, 0.065% hits;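 further: plate controls were bound peptide for no effect and peptide without receptor for full effect; nearly all actives have a fitted effect of over 50% in size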
# Target sequence (P10828 whole entry, looked up): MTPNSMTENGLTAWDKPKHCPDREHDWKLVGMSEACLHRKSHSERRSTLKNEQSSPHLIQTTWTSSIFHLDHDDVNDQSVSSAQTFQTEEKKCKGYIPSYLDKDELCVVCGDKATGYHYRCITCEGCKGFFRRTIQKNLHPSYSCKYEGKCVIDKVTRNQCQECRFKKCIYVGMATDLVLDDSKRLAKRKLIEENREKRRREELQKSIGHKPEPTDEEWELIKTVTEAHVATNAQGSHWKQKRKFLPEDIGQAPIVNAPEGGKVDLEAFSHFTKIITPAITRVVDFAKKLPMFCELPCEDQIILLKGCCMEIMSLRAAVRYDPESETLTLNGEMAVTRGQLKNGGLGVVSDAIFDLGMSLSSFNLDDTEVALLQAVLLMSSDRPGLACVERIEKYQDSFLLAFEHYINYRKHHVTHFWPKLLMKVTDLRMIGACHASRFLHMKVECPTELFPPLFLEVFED
#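 Human TRb ligand-binding domain (0.6 uM) is mixed with 20 nM Texas Red SRC2 peptide and 1 uM T3; after compound addition and 5 hr at ambient temperature, polarization is measured and normalized to unbound and bound controls.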
# RECQ1 helicase: qHTS Assay for Inhibitors of RecQ-Like Dna Helicase 1 (RECQ1) | 240,000 compounds, 0.54% hits | RECQ1 DNA unwinding, red fluorescence kinetic read | Potency, µM (highest dose often 57.3 µM), for the others: at the highest dose activity, negative = inhibition, actives largely listed as inhibitors | ATP-dependent DNA helicase Q1 (Homo sapiens), P46063 | AID 2549, 2010;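 further: plate controls were vehicle for no effect and no enzyme for full effect; nearly all actives have a fitted effect of over 30% in size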
# Target sequence (P46063 whole entry, looked up): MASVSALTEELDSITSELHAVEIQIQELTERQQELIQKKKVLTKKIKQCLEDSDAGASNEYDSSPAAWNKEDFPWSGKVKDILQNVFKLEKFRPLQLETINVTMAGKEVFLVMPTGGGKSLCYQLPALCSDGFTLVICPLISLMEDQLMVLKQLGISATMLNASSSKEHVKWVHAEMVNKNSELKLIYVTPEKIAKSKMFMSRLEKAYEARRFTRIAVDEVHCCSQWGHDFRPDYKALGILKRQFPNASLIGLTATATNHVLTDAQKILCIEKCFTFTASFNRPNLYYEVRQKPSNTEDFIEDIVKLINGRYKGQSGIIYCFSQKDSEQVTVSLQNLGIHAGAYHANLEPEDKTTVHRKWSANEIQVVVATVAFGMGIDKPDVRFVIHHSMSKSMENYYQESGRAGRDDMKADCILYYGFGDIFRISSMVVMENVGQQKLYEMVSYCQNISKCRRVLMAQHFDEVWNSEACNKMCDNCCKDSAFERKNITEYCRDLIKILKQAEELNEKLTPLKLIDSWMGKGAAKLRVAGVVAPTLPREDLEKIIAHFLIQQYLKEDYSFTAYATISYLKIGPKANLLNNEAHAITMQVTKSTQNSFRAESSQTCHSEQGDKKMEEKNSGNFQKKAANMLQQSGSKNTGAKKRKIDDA
#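 50 nM RECQ1T1 preincubated 15 min with compound in Tris pH 8.0 buffer with MgCl2, DTT, Tween-20 and 2.5 ug/ml poly(dI-dC); started with 200 nM TAMRA/BHQ-2 forked duplex and 2 mM ATP. Unwinding read as fluorescence (525/598 nm), two reads 2 h apart.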
# Tau fluor cs: Counterscreen qHTS for Inhibitors of Tau Fibril Formation, Fluorescence Polarization | tau K18 P301L Alexa594 fluorescence, heparin fibrillization | Potency, µM (series often up to 57.7 µM), inactives show top-dose activity change, negative = decrease | 280,000 compounds, 0.93% hits | AID 1463, 2008; further: on the % scale 0 is the no-effect control and ±100 the full control effect; nearly all actives have a fitted effect of over 55% in size
#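 Human tau K18 P301L (15 uM unlabeled, 0.24 uM Alexa 594-labeled) in 100 mM sodium acetate pH 7 with 20 uM heparin, 6 hr at 37 C. ThT 30 uM added, 1 hr ambient; Alexa 594 FP and total fluorescence read at 555/632 nm.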
# Tau FP inhib: qHTS for Inhibitors of Tau Fibril Formation, Fluorescence Polarization; K18 P301L tau heparin fibrillization, Alexa594 FP, 6 h; Potency, µM (doses to about 57.7 µM), inactives show top-dose activity, negative = inhibition, actives largely listed as inhibitors; 280,000 compounds, 0.39% hits; further: on the % scale 0 is the no-effect control and ±100 the full control effect; nearly all actives have a fitted effect of over 55% in size
#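 Human K18 P301L fragment (15 uM unlabeled plus 0.24 uM Alexa 594-labeled) in 100 mM sodium acetate pH 7 with compound, aggregation induced by 20 uM heparin for 6 hr at 37 C. ThT (30 uM) added for 1 hr, then Alexa 594 FP read.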
# Tau ThT inhib: qHTS for Inhibitors of Tau Fibril Formation, Thioflavin T Binding. Microtubule-associated protein tau (Homo sapiens), P10636. recombinant tau K18 P301L, heparin-induced fibrillization, ThT fluorescence. Potency, µM (series often up to 57.4 µM), inactives show top-dose activity, negative = inhibition, most hits filed as inhibitors. 270,000 compounds, 2.1% hits; further: on the % scale 0 is the no-effect control and ±100 the full control effect; nearly all actives have a fitted effect of over 55% in size
#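 Using a mix of unlabeled (15 uM) and Alexa 594-labeled (0.24 uM) tau K18 P301L, heparin-triggered fibrillization over 6 hr at 37 C was scored by ThT fluorescence.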
# * = called active by the depositor; i = inactive; ? = inconclusive; . = no result given; [ ] = remark or other dose. Unless noted, the call rests on the fitted dose curve; in most records, active means well fitted curve in the direction sought with a large enough effect; inconclusive means small, poorly fitted or top-dose-only effect, or another doubt; inactive means no such curve, though single readings can be large; an effect the other way counts as inactive or inconclusive. Potency means the concentration at half of the fitted maximal effect. Only part of the results is shown; count on the stated rates, not on these rows.
# Sample of the layout (3 entries):
# Below each compound: L3MBTL1 block, TR SRC2 fluor cs, Tau FP inhib, RECQ1 helicase, HTT cytoprotect, TRb SRC2 PPI, Tau fluor cs, Tau ThT inhib
> O=C(Nc1cccc(-c2nnco2)c1)c1cccs1
    -2%, 0%, 1%, -3%, 13%[10 µM], 4%, 3%, -4%
> CC(C)n1nc(C(=O)Nc2cccc(S(=O)(=O)NCc3ccco3)c2)c2ccccc2c1=O
    ., 0%, -1%, i, -12%[10 µM], -5%, ?, -17%
> COc1ccc(CNC(=O)C(OC(C)=O)c2ccccn2)cc1 (stereo unspecified)
    -5%, 0%, -4%, i, -1%[10 µM], -6%, -2%, -8%

# Main list, from the start:
# Below each compound: L3MBTL1 block, TR SRC2 fluor cs, Tau FP inhib, RECQ1 helicase, HTT cytoprotect, TRb SRC2 PPI, Tau fluor cs, Tau ThT inhib
> O=C(Nc1cccc(-c2nnco2)c1)c1cccs1
    -2%, 0%, 1%, -3%, 13%[10 µM], 4%, 3%, -4%
> CC(C)n1nc(C(=O)Nc2cccc(S(=O)(=O)NCc3ccco3)c2)c2ccccc2c1=O
    ., 0%, -1%, i, -12%[10 µM], -5%, ?, -17%
> COc1ccc(CNC(=O)C(OC(C)=O)c2ccccn2)cc1 (stereo unspecified)
    -5%, 0%, -4%, i, -1%[10 µM], -6%, -2%, -8%
> COc1cccc(CNC(=O)Cc2ccc(NC(=O)N3CCCCc4ccccc43)cc2)c1OC
    ., ?, ?, ., ., -1%, -9%, -2%
> CCOC(=O)N1CCN(C(=O)/C(=C/c2cccc3ccccc23)NC(=O)c2ccc(OC)cc2)CC1
    -15%, 0%, 11%, -6%, 0%[10 µM], -3%, -2%, -21%
> O=C(O)c1ccc(C2SCC(=O)N2Cc2ccccc2)cc1 (stereo unspecified)
    7%, 1%, 7%, -3%, 25%[10 µM], -3%, 9%, 3%
> N#Cc1c(C(F)(F)F)cc(-c2cccs2)nc1SCc1cccnc1
    3%, 3%, 2%, -3%, -37%, -2%, -12%, -4%
> COc1ccc(C(=O)/C=C/c2ccccc2)c(O)c1
    ?, -2%, 14%, ?, 17%, 0%, 1%, ?
> S=C(Nc1cccc(Cl)c1)N1CCOCC1
    6%, 3%, -2%, -2%, ?, -1%, -1%, -8%
> O=C(CSc1cccc[n+]1[O-])Nc1ccc(N2CCOCC2)cc1
    -29%, -4%, -6%, 1%, -24%, -3%, -11%, ?
> O=C(NCc1cccnc1)/C(=C/c1ccc(-c2cccc(Cl)c2)o1)S(=O)(=O)c1ccccc1
    -6%, -4%, 8%, -2%, -87%[inhibitor], -13%, 13%, ?
> CC(=O)NC1=NC(=O)/C(=C/c2cc(C)n(-c3ccc(NC(C)=O)cc3)c2C)S1
    ., -7%, 12%, 40µM*, -138%[inhibitor], 6%, ?, ?
> Brc1c(-c2ccccc2)nc2n1Cc1ccccc1-2
    -22%, -2%, 1%, 19%, -3%[10 µM], 2%, -14%, ?
> Cc1ccc2c(=O)cc(C(=O)Nc3nc4ccc(Cl)cc4s3)oc2c1
    ., 3%, ?, ., ., 5%, -18%, ?
> O=C(CC(c1ccccc1)c1ccco1)N1CCCCC1 (stereo unspecified)
    -1%, 1%, 9%, i, 13%, -1%, -5%, -7%
> CNC(=S)Nc1cccc([N+](=O)[O-])c1
    -2%, -2%, 4%, i, ., -3%, 8%, 2%
> O=C(Nc1ccc(F)cc1)Nc1ccccc1N1CCCCC1
    9%, -1%, 5%, -12%, 28%[10 µM], 0%, -26%, -6%
> COC(=O)C(CC(=O)c1ccc(Cl)cc1)c1ccc(C(C)C)cc1 (stereo unspecified)
    38%[activator], -5%, -4%, -4%, -6%[10 µM], -2%, -16%, -27%
> Cc1c(NC(=S)N/C(=N/S(=O)(=O)c2ccccc2)c2ccccc2)c(=O)n(-c2ccccc2)n1C
    ., -2%, 11%, -2%, -7%[10 µM], 0%, ?, .
> COc1cc(NC(=O)CCc2c(C)nn(-c3ccc4nnc(C)n4n3)c2C)cc(OC)c1OC
    ., -14%, 0%, ., ., -4%, -3%, -6%
> O=C(CCN1C(=O)c2ccccc2C1=O)N1CCOCC1
    3%, -5%, 5%, -4%, 26%[10 µM], -3%, 3%, -9%
> O=C(Nc1ccccc1)C1=C[C@@H](C2CC2)C[C@@H](OCc2ccc(CO)cc2)O1
    20%, -1%, -5%, -28%, 3%[10 µM], -5%, -9%, -2%
> CCCC(O)C(CC)CO (stereo unspecified)
    ., 0%, ., -1%, 26%, -6%, ., .
> CCCOc1cccc(C(=O)Nc2cc(NC(=O)c3ccco3)ccc2OC)c1
    -5%, 2%, 13%, -20%, -11%[1.9 µM], 2%, -30%, ?
> O=C(NCCc1ccc(Cl)cc1)C1CCN(Cc2cc3ccccc3n2Cc2ccccc2)CC1
    ., -26%, 1%, ., ., 3%, -23%, -15%
> CN(C)c1ccc(-c2nc(-c3ccncc3)no2)cc1[N+](=O)[O-]
    ., 2%, ?, ., ., -1%, -13%, 5%
> COc1ccc(C)cc1NC(=O)C1CCN(S(=O)(=O)c2cccc3nonc23)CC1
    ., -3%, -6%, ., ., 1%, -23%, -7%
> CN(CC(=O)N1CCOCC1)C(=O)CSc1nc2ccccc2s1
    -16%, -5%, 1%, ?, -19%, -2%, -2%, -6%
> O=C(C1CCN(S(=O)(=O)N2CCC3(CC2)OCCO3)CC1)N1CCOCC1
    ., 3%, 4%, i, 6%, 0%, 2%, -2%
> COc1ccc(CCn2c(C(C)C)nc3oc4ccccc4c(=O)c3c2=O)cc1
    1%, 0%, -4%, -9%, -3%[10 µM], 0%, -5%, -14%
> O=C(Nc1ccccc1-c1nc2ccccc2s1)c1cc(Cl)cc(Cl)c1
    ., -10%, -2%, ., ., 1%, -4%, -6%
> CC(C)NC(=O)c1ccccc1NC(=O)c1nsc2ccccc12
    ., -1%, -9%, ., ., -5%, 0%, -2%
> O=C(NC1CCCCCC1)c1ccc(N2CCCC2=O)cc1
    1%, -3%, 1%, i, -79%[inhibitor], 0%, -6%, -1%
> COc1ccccc1CC(=O)Nc1ccc2nc(Nc3cccc(Cl)c3)cc(C)c2c1
    ., 7%, ?, ., ., 14%, 4µM*[quencher], ?
> COc1ccccc1C1CC(=O)Oc2c(C(C)C)ccc(C)c21 (stereo unspecified)
    -2%, -4%, -6%[81.3 µM], -7%[81.1 µM], -5%, 5%, -15%[81.3 µM], ?
> Cc1cccc(C(=O)Nc2ccc3oc(-c4cccc5c(Br)cccc45)nc3c2)c1
    ., 3%, -8%, ., ., -2%, -18%, -14%
> CCc1ccc(CCC(=O)Nc2ccccc2C(=O)O)o1
    -2%, -5%, -4%, -4%, -29%, 3%, -2%, 2%
> COc1cccc(NC(=O)N(Cc2cn(C)c3ccccc23)C2CCCCC2)c1
    ., 1%, -3%, ., ., 7%, -21%, -13%
> CC(C)c1cc(-c2n[nH]c(=S)n2Cc2ccccc2)cs1
    -7%, 2%, 5%, i, -1%, 3%, ?, ?
> O=C1C2C3C=CC(C3)C2C(=O)N1c1ccccc1OS(=O)(=O)c1ccccc1 (stereo unspecified)
    1%, 1%, -12%, 1%, 9%[0.074 µM], -1%, 3%, 9%
> Oc1ccc2ccccc2c1CN1CCOCC1
    -17%, -3%, -8%, -1%, 22%[10 µM], 5%, ?, ?
> Cc1cc(NC(=O)CS(=O)(=O)c2cn(C)c3ccccc23)no1
    7%, -3%, 2%, i, 10%[10 µM], 1%, -2%, -11%
> COc1ccc(CCNC(=O)COC(=O)c2ccc(Br)o2)cc1OC
    ., -1%, -8%, -7%, -12%, 7%, -6%, -13%
> O=C(CSc1nc2c(sc3ccccc32)c(=O)n1CCCN1CCCC1)NCc1ccco1
    ., 0%, ?, -17%, -32%, -5%, -17%, ?
> Cc1cccc(C)c1OCc1nc2c3cnn(-c4ccccc4F)c3ncn2n1
    ., 8%, 0%, ., ., -10%, -10%, -17%
> COc1ccc(-c2cc(C(=O)NCCc3ccccc3)c3c(-c4ccccc4)[nH]nc3n2)cc1OC
    ., 7%, -16%, ., ., -5%, -19%, 1%
> CCOc1ccc(C(=O)OCn2nnc3ccccc3c2=O)cc1OC
    4%, 2%, ?, -7%, -10%, 13%, -10%, -1%
> C/C(=N\NC(=O)Cn1cc([N+](=O)[O-])cn1)c1ccc(O)cc1
    ., -2%, -6%, -3%, -10%[10 µM], -6%, -4%, .
> Cc1cccc(Oc2ncc(-c3ccc(Cl)cc3)cn2)c1
    5%, -2%, 2%, -4%, -31%, -5%, 2%, -3%
> Cc1cccc(CSc2nc3c(sc4ccccc43)c(=O)n2CCC(=O)NC(C)C)c1
    ., 0%, 4%, ., ., 8%, -9%, -7%
> Cc1ccc(Oc2nc3ccccn3c(=O)c2/C=C(\C#N)C(=O)NC2CCS(=O)(=O)C2)cc1 (stereo unspecified)
    1%, 0%, -2%, -4%, -6%[10 µM], 0%, -9%, -15%
> Fc1ccc(-c2csc3ncnc(Nc4ccc(N5CCOCC5)cc4)c23)cc1
    -24%, -1%, ?, -17%, -25%, -2%, -29%, ?
> CC(C)CO/N=C1/C[C@@H](O)[C@@H](O)[C@@H]2[C@@H]3C(=O)N(C(C)(C)C)C(=O)[C@H]3CC[C@@H]12
    ., -17%[11.2 µM], -2%[11.6 µM], i[11.5 µM], -38%[inhibitor][10 µM], 0%[11.2 µM], -3%[11.6 µM], -3%[11.5 µM]
> CC1(C)CC(=O)c2cc(C(=O)NC3CCSC3=O)c(=O)n(-c3ccccc3)c2C1 (stereo unspecified)
    9%, -12%, -11%, i, -2%, 0%, -14%, ?
